Compound activity as filed in PubChem.
SIAH1 antagonists: Siah-1 peptide-binding antagonists, primary screen, biochemical, fluorescence polarization, rhodamine-plectin, uHTS (AID 1817) | actives 0.02% (n = 290,000) | Siah-1 / rhodamine-plectin peptide fluorescence polarization; higher % means a stronger effect | displacement, % at 20 µM, or IC50 in µM where a hit was titrated;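 active means displacement of at least 50% at 20 µM, with a fluorescence ratio check between 0.3 and a set limit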;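 further: plate controls were Siah plus tracer with DMSO for no effect and tracer alone without Siah for full effect; strong numbers were not always called active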
Myeloid diff MLP: promotes myeloid progenitor differentiation; ER-HoxA9 myeloid progenitors, lysozyme-GFP differentiation, flow cytometry; actives 1% (n = 360,000); calls only at 10 µM;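 active means normalized GFP-positive differentiation at or above the plate's own cutoff, the solvent-only control mean plus 3 SD; inconclusive means no clear call, values can overlap the other calls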;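 further: cells exposed to compound for four days before flow analysis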
HIV peptide binding: inhibitors of HIV fusion peptide binding, primary screen, biochemical, uHTS, fluorescence dequenching (AID 1986) | cell-free peptide binding, fluorescence dequenching, 30 min; higher % means a stronger effect | actives 0.3% (n = 290,000) | one-dose inhibition, % at 20 µM; IC50 in µM for titrated hits; in the data active means inhibition mostly above about 52%, no sharp cut-off; inactive means mostly below about 76%; further: some results filed as inactive read as strong as hits
HEK293 NOD2/NF-kB: inhibition of NOD2-driven NF-kB reporter – cell-based, luminescence, uHTS, HEK293 (AID 1566); HEK293 NOD2/NF-kB luciferase reporter, luminescence; higher % means a stronger effect; inhibition, % at 4 µM, or EC50 in µM where a hit was titrated; actives 0.63% (n = 290,000); further: many of its hits are not listed in these tables
Lipid droplet: hepatic lipid droplet formation modulation. AID 1656. AML12 mouse hepatocytes, oleate lipid droplets, BODIPY imaging. actives 0.4% (n = 240,000). inhibition, % at 6.5 µM;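 active means lipid droplet intensity inhibited by at least 50%, with more than 500 cells counted; inconclusive means wells with under 300 cells, treated as cytotoxic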
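Material – mouse AML12 hepatocyte cell line, fixed after treatment · Compound dosing – one dose, 6.5 µM compound · Times – compound with oleate, overnight · Measured by – Image-based BODIPY and DAPI two-channel analysis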
LYP inhibition: PTPN22 lymphoid phosphatase activity blockers – biochemical, fluorescence intensity, uHTS (AID 1779) | recombinant LYP phosphatase, fluorescence intensity; higher % means a stronger effect | one-dose inhibition, % at 11.5 µM; IC50 in µM for titrated hits | actives 0.054% (n = 290,000);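 further: plate controls were vehicle with enzyme for no effect and no enzyme for full effect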
NS5 inhibitors: flavivirus cap methylation enzyme inhibition – biochemical, confirmation dose response, primary screen (AID 588689). inhibition, % at 25 µM; hits with a dose series show IC50 in µM. actives 0.3% (n = 340,000). Dengue-2 NS5 methyltransferase capping enzyme assay, biochemical; higher % means a stronger effect; in the data active means a potency from the dose series; inconclusive means inhibition above about 29% without an active follow-up result
XIAP antagonists: small molecules displacing peptide from XIAP – biochemical, IAP family, fluorescence polarization (AID 1018). displacement, % at 20 µM; hits with a dose series show IC50 in µM. XIAP BIR domain, fluorescence polarization peptide displacement; higher % means a stronger effect. actives 0.007% (n = 200,000); in the data active means displacement above about 50%; further: a part of the inactive calls stands beside numbers as strong as those of hits
AID2073: disruptors of CaV2.2 binding to Mint1 – biochemical, HTRF (AID 2073). HTRF protein-protein interaction, Mint1-CaV2.2; higher % means a stronger effect. inhibition, % at 20 µM; hits with a dose series show IC50 in µM. actives 0.19% (n = 290,000); in the data active means inhibition mostly above about 51%, no sharp cut-off; inconclusive means no clear call, values can overlap the other calls; inactive means mostly below about 53%; further: some results filed as inactive read as strong as hits
Lipid droplet cells 6.5 µM: further read-out of Lipid droplet, marked with its call; cell count; measured here: cell count, cytotoxicity flag;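 cells counted across two imaged fields per well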
NS5 inhibitors pilot replicate: second read-out of NS5 inhibitors, no call of its own (marks repeat the call); inhibition, %; measured here: pilot screen replicate inhibition
Myeloid diff MLP GFP+ MAC1+ %: further read-out of Myeloid diff MLP, marked with its call; GFP+ MAC1+ double positive, %; measured here: differentiation confirmed by MAC1 staining
* = called active by the depositor; i = inactive; ? = inconclusive; . = no result given; + = active, no number. Unless noted, no stated cut-off is given here; in the data, active means inhibition above about 50%; inactive means the rest. A portion of the library (hit frequency here may not be typical).

SMILES	SIAH1 antagonists	Myeloid diff MLP	Myeloid diff MLP GFP+ MAC1+ %	HIV peptide binding	HEK293 NOD2/NF-kB	Lipid droplet	Lipid droplet cells 6.5 µM	LYP inhibition	NS5 inhibitors	XIAP antagonists	AID2073	others
Cc1ccc(CN2CCCC(C(=O)c3sccc3C)C2)o1 (configuration not stated)	8%	i	1.6	1.4%	19%	-16	766	-2%	-11%	1.1%	-1%
CN(C(=O)Oc1ccc(F)cc1)c1ccccc1	2%	i	0.3	1.1%	7%	6	825	-4%	5%	.	-5%
O=[N+]([O-])/C(Cl)=C1\NCCN1Cc1ccc(Cl)nc1	-4%	i	0.7	-0.8%	-10%	24	786	0%	-4%	-4.4%	18%
C=C1[C@@H](C)[C@H]2[C@H](Cc3ccccc3)NC(=O)[C@]23OC(=O)/C=C/[C@H](O)CCC[C@@H](C)C/C=C/[C@H]3[C@@H]1O	0%	?	.	-0.6%	-20%	28	313	-6%	-4%	-2.4%	7%
CN1CCCN(C(=O)COc2cccc(C(F)(F)F)c2)CC1	0%	i	3.3	0.7%	8%	-1	798	-9%	4%	.	5%
CC(=O)Nc1ccccc1C(=O)OCc1cccc(F)c1	2%	i	0.5	-0.5%	-2%	5	639	-8%	-12%	-7.5%	-1%
Nc1c(C(=O)NCc2ccco2)c2nc3ccccc3nc2n1Cc1ccccc1	i	i	0.3	13%	14%	-32	711	2%	-1%	-1.4%	26%
CCOc1cc2c(cc1OCC)-n1cccc1C(c1ccc(F)cc1)NC2 (configuration not stated)	-4%	i	0.1	-0.6%	-1%	-8	702	-3%	1%	.	-8%
Oc1cccc2nc3ccccc3nc12	-12%	i	0.6	-2.3%	-16%	-18	750	-7%	17%	.	-37%
c1ccc2c(c1)CSc1ccccc1C2C1=NCCN1 (configuration not stated)	2%	i	0.7	-2.8%	2%	-4	481	-7%	3%	-9.1%	0%
CN1C[C@H](CNC(=O)OCc2ccccc2)C[C@@H]2c3cccc4c3c(cn4C)C[C@H]21	6%	i	3.1	36%	-7%	.	.	-1%	-4%	-5.8%	12%
CCOc1ccc(C(C)=O)cc1Cc1c(O)[nH]c(=S)[nH]c1=O	-2%	i	0.3	2.6%	5%	8	800	-6%	.	.	-28%
CNCCc1nc(N)n[nH]1	0%	i	1.6	3.2%	7%	-7	726	-4%	0%	-6.3%	6%
C=CCN1C(=O)/C(=C/c2ccc(Br)s2)C(=O)NC1=S	0%	i	0.7	45%	14%	1	861	-8%	-63%	.	15%
CCCOP(=O)(OCCC)C(NC(=O)c1cc(OC)c(OC)c(OC)c1)c1ccccc1 (configuration not stated)	-2%	i	0.6	-1.1%	0%	4	666	-3%	-5%	-4.8%	-15%
CN1CCN(Cc2nc3ccccc3n2C)CC1	3%	i	2.3	2.8%	21%	.	.	-6%	-4%	-8.8%	-3%	NS5 inhibitors pilot replicate=-5.3
COc1ccc(CCNCc2ccccc2F)cc1OC	-1%	i	0.7	3.6%	12%	-7	733	1%	3%	-3.5%	12%
O=C(O)CP(=O)(O)c1ccc(Cl)cc1	-1%	i	0.5	2.5%	27%	.	.	-11%	-4%	-4.2%	12%
Oc1cccc2cccnc12	2%	i	1.7	1.7%	10%	6	839	-9%	.	.	0%
COCCNC(=O)Cn1cc(/C=C2\C(=O)NC(=O)N(c3cccc(C)c3C)C2=O)c2ccccc21	5%	i	0.4	90%*	6%	3	837	-3%	?	.	25%
C=C1C2C[C@H](O)C(C)(C)[C@@]2(O)[C@H](O)C[C@]23C[C@@](C)(O)[C@H](CC[C@H]12)[C@H]3OC(C)=O (some centres not stated)	-8%	i	1.3	1.1%	9%	8	736	-8%	5%	-3.9%	-6%
CC(=NCc1ccc(F)cc1)c1c(O)n(C)c(=O)n(C)c1=O	-3%	i	2.1	-3.0%	-71%	.	.	-5%	-4%	0.3%	4%
CC1CCC2C(C)C(=O)OC3OC4(C)CCC1C32OO4 (configuration not stated)	-2%	+	2.0*	-1.2%	21%	-1	826	-4%	-7%	.	-5%
CC(=O)NC(Cc1ccc(N(CCCl)CCCl)cc1)C(=O)NC(CC(C)C)C(=O)O (configuration not stated)	2%	i	0.2	1.0%	-3%	-17	731	-10%	-11%	-8.2%	-2%
CCC(=NCCc1c[nH]c2ccccc12)c1c(O)n(C)c(=O)n(C)c1=O	3%	i	0.7	1.0%	42%	-71	729	-3%	-8%	-5.7%	7%
NCCc1nc2ccccc2s1	0%	i	0.7	0.8%	5%	1	684	-5%	-5%	-6.7%	-3%
Oc1ccc2ccccc2c1CN1CC=C(c2ccccc2)CC1	2%	i	0.2	0.8%	30%	34	728	-7%	-4%	-4.0%	-4%
COc1cc(/C=C/[N+](=O)[O-])ccc1O	-1%	+	18*	23%	11%	-16	691	-4%	13%	-14%	-1%
NCCc1c[nH]c2ccc(OCc3ccccc3)cc12	5%	i	0.3	-1.2%	13%	2	759	-12%	5%	.	7%
CCN(CC)c1nc2c(C)cccn2c(=O)c1C=C1C(=O)NC(=O)NC1=O	14%	i	0.2	5.6%	4%	-3	704	-6%	-4%	-5.8%	6%

Pulled one by one from above:
SMILES	SIAH1 antagonists	Myeloid diff MLP	Myeloid diff MLP GFP+ MAC1+ %	HIV peptide binding	HEK293 NOD2/NF-kB	Lipid droplet	Lipid droplet cells 6.5 µM	LYP inhibition	NS5 inhibitors	XIAP antagonists	AID2073	others
c1ccc2c(c1)CSc1ccccc1C2C1=NCCN1 (configuration not stated)	2%	i	0.7	-2.8%	2%	-4	481	-7%	3%	-9.1%	0%
CC1CCC2C(C)C(=O)OC3OC4(C)CCC1C32OO4 (configuration not stated)	-2%	+	2.0*	-1.2%	21%	-1	826	-4%	-7%	.	-5%
CCC(=NCCc1c[nH]c2ccccc12)c1c(O)n(C)c(=O)n(C)c1=O	3%	i	0.7	1.0%	42%	-71	729	-3%	-8%	-5.7%	7%
NCCc1c[nH]c2ccc(OCc3ccccc3)cc12	5%	i	0.3	-1.2%	13%	2	759	-12%	5%	.	7%
Nc1c(C(=O)NCc2ccco2)c2nc3ccccc3nc2n1Cc1ccccc1	i	i	0.3	13%	14%	-32	711	2%	-1%	-1.4%	26%

Additional compounds.
SMILES	SIAH1 antagonists	Myeloid diff MLP	Myeloid diff MLP GFP+ MAC1+ %	HIV peptide binding	HEK293 NOD2/NF-kB	Lipid droplet	Lipid droplet cells 6.5 µM	LYP inhibition	NS5 inhibitors	XIAP antagonists	AID2073	others
CCOc1cc(C)cc2oc(=O)c3c(c12)CCCC3	5%	i	0.2	-2.2%	5%	2	891	-3%	-7%	.	11%
COc1ccc(N/N=C/c2c(O)n(-c3cccc(C)c3)c(=O)[nH]c2=O)cc1	6%	i	0.7	2.1%	-79%	14	722	-1%	-20%	0.8%	-30%
C[C@]12CCC3C(CC[C@H]4C[C@H](N)CC[C@]34C)C1CC[C@H]2O (some centres not stated)	-3%	i	0.4	0.1%	-23%	-4	414	-2%	-1%	.	6%
CC12CN3CC(C)(CN(C1)C3c1cccs1)C2O (configuration not stated)	-3%	i	0.7	-0.6%	-2%	2	731	-16%	0%	-7.7%	4%	NS5 inhibitors pilot replicate=0.1
C=CCn1c(O)c(C(CC)=Nc2cccc(C(=O)O)c2)c(=O)[nH]c1=O	-1%	i	0.7	0.5%	6%	7	727	-10%	0%	.	-8%
Cn1nccc1C(=O)N1CCC2(CC1)OCCO2	5%	i	0.5	0.3%	-18%	20	671	-9%	-1%	.	6%
N#Cc1ccc(Cn2cc(C(=O)c3ccco3)c3ccccc32)cc1	2%	i	0.6	-0.8%	7%	.	.	-6%	-8%	-8.1%	-2%
O=C1NC(=S)NC(=O)C1=Cc1cccc2cc3ccccc3cc12	7%	i	0.4	4.8%	-21%	8	723	4%	15%	.	6%
Cc1ccc(-c2nc3ccccc3c(=O)n2-c2nccs2)cc1	-2%	i	7.1	-0.9%	19%	.	.	-7%	1%	2.2%	7%
CCCNS(=O)(=O)c1ccc(OCC(=O)N2CCN(Cc3ccccc3)CC2)cc1	-1%	i	2.4	-1.1%	1%	-34	744	1%	-1%	-0.8%	0%
COc1cccc(N2C(=O)NC(=O)C3(Cc4cc(C)ccc4N(C)C3)C2=O)c1 (configuration not stated)	5%	i	0.3	1.7%	7%	.	.	-10%	5%	-7.7%	-5%
C=CCn1c(O)c(C(CC)=NCc2ccco2)c(=O)[nH]c1=O	-2%	i	0.4	0.8%	7%	-31	728	-3%	-9%	.	-6%
Cc1cc(=O)oc2c(C)c(OCC(=O)N3C[C@H]4C[C@@H](C3)c3cccc(=O)n3C4)ccc12	-2%	i	1.8	-1.1%	12%	.	.	-4%	-8%	.	13%
O=Cc1cn(Cc2ccc([N+](=O)[O-])cc2)c2ccccc12	0%	i	0.3	-0.7%	-4%	-14	686	-2%	-4%	-9.7%	2%

Among those listed so far, 3 have a nitro group on carbon:
SMILES	SIAH1 antagonists	Myeloid diff MLP	Myeloid diff MLP GFP+ MAC1+ %	HIV peptide binding	HEK293 NOD2/NF-kB	Lipid droplet	Lipid droplet cells 6.5 µM	LYP inhibition	NS5 inhibitors	XIAP antagonists	AID2073	others
O=[N+]([O-])/C(Cl)=C1\NCCN1Cc1ccc(Cl)nc1	-4%	i	0.7	-0.8%	-10%	24	786	0%	-4%	-4.4%	18%
COc1cc(/C=C/[N+](=O)[O-])ccc1O	-1%	+	18*	23%	11%	-16	691	-4%	13%	-14%	-1%
O=Cc1cn(Cc2ccc([N+](=O)[O-])cc2)c2ccccc12	0%	i	0.3	-0.7%	-4%	-14	686	-2%	-4%	-9.7%	2%

Three compounds out of the list, sorted by heavy-atom count, high to low.
SMILES	SIAH1 antagonists	Myeloid diff MLP	Myeloid diff MLP GFP+ MAC1+ %	HIV peptide binding	HEK293 NOD2/NF-kB	Lipid droplet	Lipid droplet cells 6.5 µM	LYP inhibition	NS5 inhibitors	XIAP antagonists	AID2073	others
COc1ccc(N/N=C/c2c(O)n(-c3cccc(C)c3)c(=O)[nH]c2=O)cc1	6%	i	0.7	2.1%	-79%	14	722	-1%	-20%	0.8%	-30%
N#Cc1ccc(Cn2cc(C(=O)c3ccco3)c3ccccc32)cc1	2%	i	0.6	-0.8%	7%	.	.	-6%	-8%	-8.1%	-2%
Cn1nccc1C(=O)N1CCC2(CC1)OCCO2	5%	i	0.5	0.3%	-18%	20	671	-9%	-1%	.	6%
